Cneo AK release = Cryptococcus neoformans cell lysis inducers, primary screen, AK release luminescence, single concentration | C. neoformans lysis, adenylate kinase release luminescence, 4 h; normalised: neutral wells 0, clomiphene wells 100 | lysis activity, % at 15 µM | 0.2% of 360,000 active | AID 651654, 2012;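 active = mean lysis activity across replicates of at least 80%, whatever share of replicates individually reach that level; inactive = mean lysis activity below 80%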
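Test system: log-phase Cryptococcus neoformans yeast cells. Input: 5 × 10^6 yeast cells/mL. Medium: fresh YPD growth medium. Doses: single dose. Incubation: static 4 h at 37 °C with compound, 1 h detection. Measured by: luminescent adenylate kinase detection reagent. Read-out: signal increase indicating cell lysis. Benchmarks: Clomiphene.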
INS-1E GSIS act = GLuc luminescence reporter in INS-1E cells, primary screen for activators of glucose-dependent secretion of insulin. INS-1E GLuc reporter insulin secretion, 2-3 h. activation, % at 16.6 µM. 0.61% of 370,000 active. AID 743287, 2014;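 active = lowest replicate activation of at least 40%, so every replicate reaches that level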;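 note: 0% = median of neutral control wells and 100% = median of IBMX positive control wells; some compounds called inactive have numbers as strong as hits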
PGC1a acetyl inh = inhibitors of PGC1a acetylation signal, primary screen, cell-based, U2OS, AlphaScreen, inhibitor mode; AlphaScreen anti-acetyl-lysine; with virally co-expressed GCN5 acetyltransferase; inhibition, % at 15.6 µM; 0.17% of 350,000 active; AID 651687, 2012;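 active = every replicate shows inhibition of at least 40%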;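 note: 0% = neutral control wells and 100% = positive control wells; some results beyond the cut were filed as inactive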
FN deposit inh = inhibitors of fibronectin matrix deposition, primary screen, AH1F cells, Alexa488-fibronectin fluorescence, plate reader | 0.086% of 350,000 active | inhibition, % at 12.6 µM | AH1F fibroblasts, overnight;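 active = mean inhibition across replicates of 30% or more, regardless of how many single replicates reach that level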;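 note: positive control wells lacked labelled fibronectin entirely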
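material = AH1F fibroblast monolayer depositing Alexa488-labelled fibronectin into matrix | amount = 10000 AH1F cells/well | buffer or medium = DMEM plus 2% serum, read in PBS | incubation = 1 h cell adhesion before compound, then overnight fibronectin incubation | detection = fluorescence at 485 nm excitation, 525 nm emission | evaluation = percent inhibition as loss of matrix-bound fibronectin fluorescence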
PglD DTNB = C. jejuni PglD acetyltransferase inhibitors, primary screen, biochemical, DTNB colorimetric, single point; UDP-N-acetylbacillosamine N-acetyltransferase PglD (Campylobacter jejuni); purified PglD enzyme, DTNB colorimetric CoA detection; inhibition, % at 12.5 µM; 0.098% of 360,000 active; in the data active = inhibition above about 16%, passing the limit was not always enough; note: strong numbers were not always called active
C2C12 statin = suppressors of statin myotoxicity in C2C12 myotubes, primary screen, cell-based, single point, plate reader; C2C12 myotubes + simvastatin, ATP luminescence, 48 h; scaled: DMSO 0, geranylgeraniol control 100; rescue of ATP level, % at 7.49 µM; 0.78% of 330,000 active; AID 602340, 2012;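 active = mean ATP rescue above about 67%, or every replicate alone reaching that limit, limit read from the data, passing the limit was not always enough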;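 note: myotubes were challenged with 10 µM simvastatin during compound exposure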
miR122 inh = miR-122 Renilla sensor signal increase in Huh7, primary screen, miR-122 inhibitor project, cell-based, single point, plate reader; Huh7 miR-122 Renilla luciferase sensor, 48 h; neutral wells = 0, positive control = 100; activation (reporter increase), % at 12.5 µM; 0.3% of 340,000 active; AID 602342, 2012;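 active = mean replicate activation score at least 90 and every replicate individually at or above 90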;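 note: higher luciferase means less miR-122 activity so hits act as miR-122 inhibitors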
F508del corr = F508del CFTR correction, initial screen, CFBE line, single point. CFBE cells, YFP halide quenching; stimulated with forskolin plus potentiator P3; % fluorescence drop versus neutral controls. activity (quench increase), % at 7.58 µM. 0.36% of 350,000 active. AID 720511, 2013;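 active = mean added fluorescence quench of at least 8% versus neutral control, with both replicates also reaching 8%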;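 note: cells transiently co-express mutant CFTR-F508del with the halide-sensitive YFP; corrector assay measuring rescue of mutant channel to the surface after 24 h compound exposure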
* = called active by the depositor; . = no result given; & = joins results of further samples; [ ] = remark or other dose.

SMILES | Cneo AK release | INS-1E GSIS act | PGC1a acetyl inh | FN deposit inh | PglD DTNB | C2C12 statin | miR122 inh | F508del corr
C[C@@H]1CCCCO[C@H](CN(C)C(=O)Nc2ccc(C(F)(F)F)cc2)[C@H](C)CN([C@@H](C)CO)C(=O)c2cc(NC(=O)Nc3ccc4c(c3)OCO4)ccc2O1 | 4 | -27 | 7 | -4 | 3 | -12 | 2[16.7 µM] | 4.4
CCOC(=O)[C@H]1[C@H]2COc3ccc(Br)cc3[C@@H]2N2C(=O)c3ccc(F)cc3NC(=O)[C@@]12C | -1 | -2 | 4 | -17 | 5 | 12 | 0 | 2.2
O=C(NC1CCCC1)C(c1ccc(F)cc1)N(Cc1ccc(F)cc1)C(=O)CCl (stereo not drawn) | 2 | -3 | . | -2 | -14 | . | -10 | .
C[C@H](CO)N1C[C@H](C)[C@@H](CN(C)S(=O)(=O)c2cccs2)Oc2ccc(NC(=O)Nc3ccc(F)cc3)cc2C1=O | -2 | -4 | 1 | . | 0 | 11 | -4[16.7 µM] | -1.3
O=C1CNC(=O)/C(=C\c2ccc(F)cc2)N1 | 2 | 2 | -12 | 4 | -1 | 1 | -1 | -1.0
C#Cc1ccc([C@@H]2C=C(C(=O)NCc3nc4ccccc4[nH]3)O[C@H](OCC)[C@H]2CCCO)cc1 | -2&4 | -6 | . | 9 | 2 | 2 | -4 | 2.4&1.3
CC(C)/C=N/NC(=O)c1cccc(N2CCCC2=O)c1 | -1 | -6 | -1 | -2 | 2 | -3 | -6 | .
Cc1c(Cl)ccc2c1NC(=O)C21NC(CCC(N)=O)[C@H]2C(=O)N(c3ccc(Cl)cc3)C(=O)[C@H]21 (stereo partly drawn) | 0 | 9 | 5 | 6 | -1 | 12 | -2 | .
Cc1ccc(S(=O)(=O)CCc2ccccn2)cc1 | -1 | 9 | -9 | . | 1 | -5 | 0 | .
O=C(NC(=S)Nc1cc(Cl)ccc1N1CCOCC1)c1ccc(-c2cccc(Cl)c2)o1 | 1 | . | -15 | 8 | 2 | -2 | -3 | .
CCC(=O)N1[C@@H](CO)[C@@H](c2ccc(-c3ccccc3)cc2)[C@@H]1CNC(=O)COC | . | -7 | -3 | 19 | -3 | 3 | 0[16.7 µM] | 1.2
O=C1CCc2cc(S(=O)(=O)Nc3ccccc3)ccc2N1 | 3 | 13 | . | -3 | -1 | 2 | . | -3.2
C[C@@H]1CN([C@H](C)CO)C(=O)c2cc(NC(=O)C3CCCCC3)ccc2O[C@@H](C)CCCCO[C@H]1CN(C)C(=O)c1ccncc1 | 0 | 9 | 3 | . | 1 | -59 | 0[16.7 µM] | -3.3
COCC1CCN(Cc2nc(COc3ccccc3)no2)C1 (stereo not drawn) | 2 | -12 | -2 | . | -2 | 1 | -5 | -0.5
CCOc1ccc(-n2c(Cc3cc(=O)[nH]c(=O)[nH]3)nnc2SCC)cc1 | -2 | . | . | 1 | 6 | -7 | 3 | .
O=C(CNC(=O)c1cccs1)OCc1c(F)cccc1Cl | -1 | -6 | . | 1 | 5 | -2 | . | 0.4
C#CCOCCOCCOCCNc1nc(N2CCN(C(=O)[C@H](CCC(=O)O)n3cc(CN)nn3)CC2)nc(N2CCN(C(=O)[C@H](CCCCN)n3cc([C@@H](N)CC(N)=O)nn3)CC2)n1 | -8 | 16 | 11 | -5 | 0 | 5 | -2 | 2.5
CCOC(=O)c1ccc(N/C=C\C(=O)c2cccc(OC)c2)cc1 | 1 | 3 | -17 | . | -7 | . | 4 | .
COc1ccc(NC(=O)C2=C(C)C(=O)OC23CCC(C)CC3)cc1Cl (stereo not drawn) | 0 | . | -6 | 1 | -4 | -5 | 7 | .
Cc1ccc(S(=O)(=O)Nc2ccc3c(c2)C(=O)N([C@H](C)CO)C[C@H](C)[C@@H](CN(C)C(=O)Nc2c(C)noc2C)OCCCC[C@H](C)O3)cc1 | 0 | 17 | 12 | -7 | 2 | . | -5[16.7 µM] | 0.5
Cc1noc(C)c1S(=O)(=O)Nc1ccc2c(c1)C(=O)N([C@@H](C)CO)C[C@@H](C)[C@H](CN(C)C(=O)Nc1cccc3ccccc13)OCCCC[C@@H](C)O2 | -1 | 2 | -5 | 9 | -1 | . | 1[16.7 µM] | -0.1
COc1ccccc1N(CC(=O)NCc1cccnc1)S(C)(=O)=O | 0 | . | 1 | . | -4 | 0 | -1 | .
COC(=O)[C@H]1C[C@H]2[C@@H]3CC[C@H]4C[C@@H](OC)CC[C@]4(C)[C@H]3CC[C@]2(C)[C@@]2(CCCO2)O1 | 0 | 1 | . | -1 | -16 | 0 | . | 0.9
C=C(C)CN(CC)CCC(=O)Nc1ccc(OC)cc1OC | -1 | . | -9 | -4 | -1 | -7 | 9 | .
COc1ccc(CCN2CC(C(=O)N3CCCCCC3)CCC2=O)cc1 (stereo not drawn) | 4 | 8 | . | . | -3 | -7 | 0 | -0.7
COCCn1c(SCC(=O)N2CCCC2)nnc1C(C)C | 0 | . | 4 | . | -7 | -3 | 15 | .
COc1ccc(CCNC(=O)c2cnc3scc(C)n3c2=O)cc1OC | 1 | 61* | 1 | 0 | 8 | . | 5 | 7.3
O=C(NCC1CCOCC1)c1cc(COc2ccc(F)cc2F)on1 | -1 | 5 | -9 | 2 | -2 | -3 | -3 | -1.4
Cc1cc(OCC(=O)NCC2CCC(C(=O)O)CC2)c2c(C)c(Cc3ccccc3)c(=O)oc2c1 (stereo not drawn) | 0 | 7 | 10 | . | 3 | 7 | -2 | -4.2
O=C(NCCN1CCCC1)[C@H]1[C@H](CO)[C@H]2Cn3c(cccc3=O)[C@@H]1N2C(=O)c1ccccc1 | 0 | -5 | . | . | -1 | -19 | . | .
Cc1ccc(CN2C(=O)NC(Cc3c[nH]c4ccccc34)C2=O)cc1 (stereo not drawn) | -1 | 7 | -8 | 4 | -2 | . | -4 | .
CC(C)c1nnc(NC(=O)COc2ccccc2[N+](=O)[O-])s1 | 0 | 14 | -7 | -4 | 6 | . | 1 | -3.0
CCC(C)NS(=O)(=O)c1ccc(OCC(=O)NCc2ccc3c(c2)OCO3)cc1 (stereo not drawn) | -3 | . | 3 | 0 | -1 | 11 | 10 | .
CCc1nn(CC(=O)NCCCN2CCOCC2)c(=O)c2cc3c(OC)cccc3n12 | -8 | 15 | . | 0 | -4 | -3 | . | -1.8
Cc1cccc(C2c3[nH]c4ccccc4c3CCN2C(=O)Cc2nc(-c3ccccc3)n[nH]2)n1 (stereo not drawn) | 2 | -9 | . | -1 | 4 | 0 | -8 | 2.7
O=C(CN1CCCC1)Nc1c(Cl)cccc1Cl | -1 | 16 | 8 | -6 | 7 | -1 | 2 | 3.4

Reprinted at random: 2 compounds from above
SMILES | Cneo AK release | INS-1E GSIS act | PGC1a acetyl inh | FN deposit inh | PglD DTNB | C2C12 statin | miR122 inh | F508del corr
CCC(=O)N1[C@@H](CO)[C@@H](c2ccc(-c3ccccc3)cc2)[C@@H]1CNC(=O)COC | . | -7 | -3 | 19 | -3 | 3 | 0[16.7 µM] | 1.2
Cc1cc(OCC(=O)NCC2CCC(C(=O)O)CC2)c2c(C)c(Cc3ccccc3)c(=O)oc2c1 (stereo not drawn) | 0 | 7 | 10 | . | 3 | 7 | -2 | -4.2

(next part)
SMILES | Cneo AK release | INS-1E GSIS act | PGC1a acetyl inh | FN deposit inh | PglD DTNB | C2C12 statin | miR122 inh | F508del corr
CCn1c(/C=C/c2ccc(F)cc2)nc2ccccc2c1=O | 0 | -2 | 10 | 2 | 4 | -1 | -12 | -2.9
CO[C@@H]1CN(C)C(=O)c2cc(NS(=O)(=O)c3ccccc3F)ccc2OC[C@H](C)NC[C@@H]1C | 0 | 17 | -6 | -3 | 1 | 13 | -5[16.7 µM] | -0.7
CC(C)CN1CC(Br)C(=O)NC1=O (stereo not drawn) | 3 | 9 | 13 | 1 | -9 | 3 | 52 | -2.6
Cc1ccc(-c2ccc3c(c2)O[C@H](CN(C)Cc2cccc(C(=O)O)c2)[C@@H](C)CN([C@H](C)CO)S3(=O)=O)cc1 | 2 | 16 | 5 | . | 0 | 12 | 15[16.7 µM] | 2.0
C[C@@H]1CN([C@H](C)CO)C(=O)c2ccccc2-c2ccccc2CO[C@@H]1CN(C)S(=O)(=O)c1ccccc1C#N | -5 | -1 | 2 | -4 | -1 | -3 | . | 0.3
C[n+]1ccc(C(=O)N/N=C/c2ccco2)cc1 | -7 | 5 | -1 | -5 | -1 | . | -7 | .
COc1ccc(S(=O)(=O)N2CCCCCC2)cc1C(=O)OCc1c(C)noc1C | -2 | . | -11 | . | -4 | 1 | 4 | .
C[C@@H]1CN([C@H](C)CO)S(=O)(=O)c2ccc(Br)cc2O[C@@H]1CN(C)S(C)(=O)=O | 0 | 24 | 100 | -7 | 7 | . | 13[16.7 µM] | -2.9
CCNC(=O)[C@H]1[C@H](CO)[C@H]2Cn3c(ccc(-c4ccccc4)c3=O)[C@H]2N1C(=O)C1CC1 | 2 | 2 | . | . | -5 | -1 | 2[16.7 µM] | -1.4
CCCc1nnc2n1N=C(c1ccc(OC)c(OC)c1)CS2 | . | 106* | . | . | . | 9 | -7 | 3.6
O=C(Nc1nccs1)c1ccc(S(=O)(=O)N2CCCCC2)cc1 | 0 | 0 | -19 | -14 | 1 | -4 | -3 | 0.9
O=C(O)c1ccc(NCc2cccnc2)cc1 | -1 | . | 0 | 6 | 3 | -23 | 8 | .
CN(C)c1ccsc1C(=O)NNS(=O)(=O)c1ccc(Cl)cc1 | 2 | 2 | -20 | 6 | -2 | . | 5 | -0.2
CCC(=O)N1C[C@H](C)[C@@H](OC)CN(C)C(=O)c2ccc(NC(=O)NC(C)C)cc2OC[C@@H]1C | . | 2 | 1 | 2 | . | . | . | -0.6
O=C(NNc1nc2cc3c(cc2s1)OCCO3)c1ccc(F)cc1 | . | -6 | -2 | 23 | . | . | . | -0.9
O=C(c1ccc(F)cc1)N1CCC(C(=O)N2CCCc3ccccc32)CC1 | 0 | 6 | . | 1 | -6 | 2 | -4 | -2.9
Cc1ccc(NC(=O)CSc2nnc(-c3ccncc3)o2)cc1C | . | -2 | -4 | 5 | . | . | 5 | -0.2
COc1ccc(CN(C)C[C@@H]2Oc3ccc(NC(=O)c4ccncc4)cc3C(=O)N([C@H](C)CO)C[C@H]2C)cc1 | 0 | 17 | 4 | . | -2 | -7 | 3[16.7 µM] | 0.9
CC(C)NC(=O)Nc1ccc2c(c1)C(=O)N([C@H](C)CO)C[C@H](C)[C@H](CN(C)Cc1ccncc1)OCCCC[C@H](C)O2 | 114* | 3 | 2 | . | 1 | . | 1[16.7 µM] | 1.2
CCCn1c(SCC(=O)Nc2c(CC)cccc2CC)nnc1C(C)C | 2 | . | -7 | . | -7 | 3 | -4 | .

Individual results from the entries so far:
`COc1ccc(CN(C)C[C@@H]2Oc3ccc(NC(=O)c4ccncc4)cc3C(=O)N([C@H](C)CO)C[C@H]2C)cc1` – miR122 inh = 3[16.7 µM]
`O=C(NNc1nc2cc3c(cc2s1)OCCO3)c1ccc(F)cc1` – F508del corr = -0.9

From PubChem
